CXCR6 block – CXCR6 (human) receptor inhibition; O00574; inhibition, % at 20 µM; CHO-K1 PathHunter CXCR6 beta-arrestin, luminescence; 360,000 compounds, 0.36% hits; AID 602244; in the data active means inhibition above about 34%, passing the limit was not always enough;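 further: antagonist mode with CXCL16 agonist at 10 nM final; 0% = 10 nM CXCL16 with DMSO and 100% = unstimulated wells without agonist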
A3A deaminase – inhibitors of human APOBEC3A DNA deaminase; recombinant A3A, FAM/TAMRA ssDNA deamination fluorescence; 330,000 compounds, 0.41% hits; inhibition, % at 20 µM;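 active means at least 40% inhibition at 20 µM here, with at most 30% in a related deaminase screen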;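 further: plate controls were A3A with DMSO for no effect and wells lacking A3A enzyme for full effect; some results filed as inactive read as strong as hits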
Target sequence (P31941 whole entry, looked up): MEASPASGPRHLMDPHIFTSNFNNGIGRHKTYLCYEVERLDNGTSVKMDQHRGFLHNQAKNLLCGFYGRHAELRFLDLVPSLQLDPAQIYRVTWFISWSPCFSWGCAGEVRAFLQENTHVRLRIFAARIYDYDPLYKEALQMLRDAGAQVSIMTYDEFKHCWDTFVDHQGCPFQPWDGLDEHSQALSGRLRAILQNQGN
CCR6 antag – blocks CCL20-driven beta-arrestin recruitment at human CCR6; 340,000 compounds, 0.49% hits; AID 493098; inhibition, % at 20 µM; CHO-K1 CCR6 PathHunter beta-arrestin, luminescence, CCL20-stimulated;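 active means compounds whose inhibition of the agonist-driven luminescence signal at 20 µM reaches about 50%, limit read from the data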;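 further: cells stimulated with CCL20 at 14 nM final; plate controls were DMSO with CCL20 for no effect and DMSO without agonist for full effect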
Gli-Sufu antag – Gli-Sufu pathway antagonism. Sufu-KO-LIGHT fibroblasts, Gli luciferase reporter luminescence. 340,000 compounds, 0.74% hits. inhibition, % at 5 µM;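 active means inhibition above about 55%, limit read from the data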;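 further: 0% = DMSO-treated cells and 100% = wells with medium but no cells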
APOBEC3G inh – blocks human APOBEC3G single-stranded DNA deamination; AID 493012; recombinant A3G, ssDNA deamination FAM/TAMRA fluorescence; inhibition, % at 20 µM; Q9HC16; 330,000 compounds, 0.28% hits;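 active means inhibition of at least 40% at 20 µM, with no more than 30% in the related APOBEC3A deaminase screen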;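 further: plate controls were DMSO wells with A3G for no effect and wells lacking A3G enzyme for full effect; some compounds called inactive have numbers as strong as hits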
Target sequence (Q9HC16 whole entry, looked up): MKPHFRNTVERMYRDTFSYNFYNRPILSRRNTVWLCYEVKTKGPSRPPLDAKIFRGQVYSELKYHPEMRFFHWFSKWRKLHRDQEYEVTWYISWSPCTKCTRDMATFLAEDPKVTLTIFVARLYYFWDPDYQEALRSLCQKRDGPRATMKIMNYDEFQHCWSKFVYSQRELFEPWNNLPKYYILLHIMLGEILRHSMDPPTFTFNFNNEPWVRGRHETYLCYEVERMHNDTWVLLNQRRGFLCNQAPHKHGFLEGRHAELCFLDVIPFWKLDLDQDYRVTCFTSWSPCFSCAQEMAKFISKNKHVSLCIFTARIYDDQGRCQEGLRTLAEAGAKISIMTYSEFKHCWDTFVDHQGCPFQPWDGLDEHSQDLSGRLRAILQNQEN
MPTP inh – blocks calcium-induced mitochondrial swelling; AID 602449; inhibition, % at 10 µM; isolated mouse mitochondria, Ca2+ swelling absorbance, 30 min; 360,000 compounds, 1.4% hits;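 active means inhibition of 50% or more, scaled per plate between neutral and stimulator controls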;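 further: 0% = DMSO wells given calcium and 100% = 1 mM EGTA wells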
EBI2 block – EBI2 (human) antagonism. EBI2 beta-arrestin recruitment, luminescence, 7a,25-OHC stimulated. inhibition, % at 5 µM. 360,000 compounds, 0.81% hits. AID 651636; in the data active means inhibition above about 38%;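 further: enzyme fragment complementation signal reports receptor beta-arrestin coupling in cells; 0% = agonist plus DMSO wells and 100% = wells without agonist; some results beyond the cut were filed as inactive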
Target sequence (P32249 whole entry, looked up, the tested form may be a part): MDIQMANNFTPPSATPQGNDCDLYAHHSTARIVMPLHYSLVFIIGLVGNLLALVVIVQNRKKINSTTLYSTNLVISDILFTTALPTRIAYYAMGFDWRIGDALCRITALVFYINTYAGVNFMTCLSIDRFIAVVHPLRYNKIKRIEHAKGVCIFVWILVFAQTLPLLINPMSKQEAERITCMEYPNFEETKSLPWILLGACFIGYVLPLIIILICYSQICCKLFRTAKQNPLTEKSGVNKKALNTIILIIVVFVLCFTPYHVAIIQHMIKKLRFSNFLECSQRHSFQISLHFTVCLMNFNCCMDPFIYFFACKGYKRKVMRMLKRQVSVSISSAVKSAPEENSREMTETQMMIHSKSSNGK
GRIN3A LBD mod – modulators (binders) of human NR3A ligand-binding domain; NR3A LBD differential scanning fluorimetry, Tm shift; 0% = protein alone, 100% = glycine-bound protein; Tm shift relative to glycine control, % at 25 µM; 340,000 compounds, 2.5% hits; AID 1259313;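 active means melting temperature shift of at least 10% of the positive control shift, at one fixed dose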
Starred values were filed as active, the others as inactive; . = no result given.

smiles	EBI2 block	APOBEC3G inh	Gli-Sufu antag	GRIN3A LBD mod	CXCR6 block	MPTP inh	A3A deaminase	CCR6 antag
COc1ccc(Br)c(-c2nnc(CS(=O)(=O)c3ccccc3)o2)c1	-14	-1	-74	1	12	0.3	1	11
CC(=O)N1N=C(c2cccs2)CC1c1cccc([N+](=O)[O-])c1 (centres undefined)	25	-9	-1	0	50*	-2.0	-2	62*
CCOC(=O)/C(N=Nc1c(C)n(C)n(-c2ccccc2)c1=O)=C(\C)O	-8	-6	3	0	4	-0.4	-20	4
Fc1ccccc1-c1nc(-c2ccccc2)no1	6	-1	-107	3	-13	-0.1	-1	10
COc1cccc(C2N=C(c3ccccc3C)NO2)c1OC (centres undefined)	-7	-8	-35	1	8	-0.6	-4	26
NC(=O)c1ccsc1NC(=O)COC(=O)c1nc(Cl)ccc1Cl	13	-9	1	-2	-6	-2.7	2	1
CCN1C(=O)CC(N2CCN(c3ccc(C(=O)c4ccncc4)cc3)CC2)C1=O (centres undefined)	-3	-2	-12	0	3	-1.2	4	6
O=C(COc1ccccc1)Nc1ccc2c(c1)nc1n2CCSC1	-6	-4	-40	2	-7	-1.8	-1	0
Cc1cc(C)nc(SCc2nnc(SCc3ccccc3Cl)o2)n1	25	-4	7	1	-3	2.6	1	5
CCOC(=O)c1c(C)[nH]c(C)c1C(=O)COC(=O)c1cc(OC)c(OC)cc1OC	-11	-1	-2	-1	-4	0.9	-3	23
CCOc1ccccc1NC(=S)N1CCN(c2nc(-c3ccc(F)cc3)cs2)CC1	31	-6	14	-20	-2	0.4	0	6
CN(C)C(C)(C)C#CC(O)(c1ccccc1)c1ccccc1	7	-16	4	-2	1	1.1	-3	-7
CCCc1nnc(NC(=O)CN2CCN(C)CC2)s1	1	-7	-1	1	-4	-2.1	-4	-1
CCN(CC(=O)NCc1ccc(Cl)cc1)C(=O)COc1cccc(Cl)c1	34	4	7	-2	3	-0.4	3	23
CCOc1ccc(-c2c(C(=O)N/N=C(\C)c3cccnc3)nnn2-c2nonc2N)cc1	3	-4	24	0	2	-0.6	-4	6
CCC(C)[C@H]1COCCS(=O)(=O)N1Cc1ccccc1F (some centres undefined)	-1	-8	1	-4	-1	-1.1	-3	5
COc1ccc(CC(=O)Nc2cccc(SC)c2)cc1OC	1	.	14	0	1	54*	.	10
O=C(Nc1cc(=O)c2ccccc2o1)N1CCOCC1	-16	-8	2	-1	6	0.6	-2	-1
Cc1sc(NC(=O)CSc2nnnn2C)c(C#N)c1C	-1	-8	-6	1	-4	-0.2	-3	12
CCn1cc(/C=C(\NC(=O)c2ccccc2F)C(=O)NCCCN2CCOCC2)c2ccccc21	-18	-3	13	-1	5	-1.5	-8	3
Cc1cc(=O)oc2cc(OCC(=O)NCC3CCCO3)ccc12 (centres undefined)	-18	-5	-13	0	5	0.5	-4	-3
N#Cc1c(-c2ccccc2)ccnc1N1CCOCC1	-13	-7	-23	-6	-6	1.2	-1	16
Cc1nn(C)c(C(=O)N/N=C/c2ccc(Br)cc2)c1Cl	-3	-7	0	4	-6	5.2	-6	11
Cc1nn2cc(-c3ncc(C(F)(F)F)cc3Cl)cnc2c1Br	4	-5	-59	0	8	-1.3	-1	3
COC(=O)CN(n1cnnc1)S(=O)(=O)c1ccccc1	-1	-7	1	-2	7	1.1	1	6
O=C(C1CCCN(Cc2ccc(Cl)cc2)C1)N1CCCCC1 (centres undefined)	7	-5	15	1	5	0.0	-2	14
O=c1cc(-c2ccccc2)nc(SCc2ccc(F)cc2)[nH]1	-6	1	-5	1	-2	1.8	4	6
CCn1c(Cc2ccccc2)nnc1SCC(=O)Nc1ccc(OC)cc1	-18	3	1	-1	-1	-0.1	5	18
CCOC(=O)c1cnc2c(-c3ccccc3)c(C)nn2c1N	2	-1	-36	-1	-2	1.4	5	13
COc1ccc(C(c2oc(CO)cc(=O)c2O)c2oc(CO)cc(=O)c2O)cc1	-3	-5	22	1	-6	3.0	0	-6
O=C(c1cc(Cl)ccc1F)N1CCCC(Nc2ccc3c(c2)OCCO3)C1 (centres undefined)	-10	-3	-2	1	-8	0.2	-3	-6
Cc1ccc(CNC(=O)CCn2nc(-c3ccc(Cl)cc3)ccc2=O)cc1	16	1	-4	-2	-1	-0.3	0	-2
CCOC(=O)C1(CCCc2ccccc2)CCN(C(=O)CCCn2cncn2)CC1	-7	-15	0	9	10	0.9	-4	16
CC(=O)Nc1ccc(N/C=C/C(=O)c2ccc(C)o2)cc1	-2	-8	-34	-6	1	0.5	-7	7
C=CCn1c(SCC(=O)N(C)C2CCS(=O)(=O)C2)nc2ccccc2c1=O (centres undefined)	4	-9	-12	-1	-7	-0.7	-3	6
CC(=O)Oc1c(C)cc(Cl)cc1C(=O)Nc1ccc([N+](=O)[O-])cc1Cl	3	-5	73*	-3	6	85*	-1	29
CS(=O)(=O)c1ccc2nc(NC(=O)c3ccccc3)sc2c1	1	-7	-81	3	2	-0.1	-1	-1
O=C(NC1CCCC1)C1c2ccccc2C(=O)N1C1CCCCC1 (centres undefined)	2	-2	2	2	-2	0.9	7	4
CC(C)(C)NC(=O)NC(=O)CSc1ccc(S(=O)(=O)N2CCCCC2)cn1	8	-2	2	0	-5	-0.8	6	17
Clc1ccc2c(N3CCOCC3)ccnc2c1	-6	-9	5	0	-4	3.9	-6	-11
COC(=O)COc1ccc(Oc2cc(C)nc(SC)n2)nn1	11	-2	3	0	-8	0.7	0	8
CCCCN(C(=O)c1ccc([N+](=O)[O-])s1)c1c(N)n(CCCC)c(=O)[nH]c1=O	-16	-14	31	1	-19	0.0	-4	-4
O=C(O)c1cccc(Nc2nc3ccccc3nc2NS(=O)(=O)c2cccs2)c1	5	-4	9	-3	7	0.4	-2	16
CC(C)N(C(=O)CSc1nc2c([nH]1)c(=O)n(C)c(=O)n2C)c1ccccc1	-1	-11	0	0	4	-1.0	-4	-1
OCC1(CCOc2ccccc2)CCN(Cc2ccc(OC(F)F)cc2)CC1	-7	-12	20	0	1	0.4	-7	18
CN1CCNC(=O)C1CC(=O)NCCc1ccccc1F (centres undefined)	5	-3	-3	1	0	-0.7	-2	2
COc1ccc([N+](=O)[O-])cc1NC(=O)C(C)N(C)Cc1cccc(OC)c1OC (centres undefined)	0	-5	37	-12	-10	4.6	3	24
O=C(CSc1ccc2ccccc2n1)N/N=C/c1ccccc1O	13	1	3	7	-2	-1.3	1	18
Cn1c(SCc2nc3ccccc3c(=O)[nH]2)nc2ccccc21	8	-5	-7	3	0	-0.8	-1	-3
COCCN(C(=O)COC(=O)c1cc2ccccc2cc1O)c1c(N)n(Cc2ccccc2)c(=O)[nH]c1=O	-9	-2	-2	2	2	-1.7	0	1
COc1ccc(CNC(=O)C2CCC(CNc3c(N4CCCCC4)c(=O)c3=O)CC2)cc1 (centres undefined)	13	-6	-16	1	-2	-0.3	-3	-12
O=C(COC(=O)c1ccccc1NS(=O)(=O)c1cccs1)NC1CCCCC1	3	-5	-18	-17	-8	2.5	-1	-16
COc1ccccc1N1CCN(CC(=O)Nc2sccc2C#N)CC1	-2	-2	2	-1	-7	0.7	0	6
COc1ccc(/C=N/NC(=O)c2ccc(CSc3nc(C)cc(C)n3)cc2)cc1O	-13	-4	2	2	6	-0.8	-2	5
Cc1cc2oc3cc(NCCC4CCCN4C)ccc3c(=O)c2cc1C (centres undefined)	10	8	-18	-10	-4	94*	7	22
CCOC(=O)C1(Cc2ccccc2C)CCCN(C(=O)c2cc(C3CC3)[nH]n2)C1 (centres undefined)	-2	-7	6	-2	7	-1.4	-2	6
CCOC(=O)c1c(-c2cccs2)csc1NC(=O)CSc1ncn[nH]1	-12	-6	7	-6	-12	2.9	-7	-1
CC(=O)C1=C(C)NC(=O)NC1c1ccccc1OCC(=O)NCCc1ccccc1 (centres undefined)	-1	-7	2	0	-5	0.3	-2	-9
COc1ccc(C2/C(=C(/O)c3ccccc3)C(=O)C(=O)N2C)c(OC)c1 (centres undefined)	-4	-7	-4	4	3	0.6	-2	9
CCn1c(SCC(=O)O)nnc1-c1ccccc1OC	-5	-7	-3	1	3	-4.0	-7	0

Following part:
smiles	EBI2 block	APOBEC3G inh	Gli-Sufu antag	GRIN3A LBD mod	CXCR6 block	MPTP inh	A3A deaminase	CCR6 antag
Cc1onc(-c2ccccc2)c1C(=O)N1CCCc2ccccc21	0	4	9	8	-8	0.3	2	7
CCN(c1ccccc1)S(=O)(=O)c1ccc(C(=O)Nc2ncccc2O)cc1	7	-1	3	2	-4	0.9	2	8
COCC(C)N1CCC(Oc2cccc(C(=O)NCCc3ccccc3)c2)CC1 (centres undefined)	5	-5	-10	2	5	-0.5	-1	17
Cc1ccccc1N=C/C=C1\N(C)c2ccccc2C1(C)C	6	2	14	-3	-7	6.7	1	7
CC(Sc1nc(N(C)C)nc(N2CCOCC2)n1)C(=O)Nc1ccccc1 (centres undefined)	-4	-5	-1	2	0	0.6	-4	0
CCC1CCCCN1CCCNC(=O)c1nn(C)c2c1CS(=O)(=O)c1ccccc1-2 (centres undefined)	-2	-3	4	2	2	0.0	-2	7
O=C(Nc1ccc(O)cc1)c1cc(S(=O)(=O)N2CCCC2)ccc1Cl	-31	-3	-24	0	-3	3.8	2	6
Cn1c(CC(=O)Nc2ccc(Cl)c(Cl)c2)nnc1SCC(=O)N1CCN(c2ccccc2)CC1	-10	-6	0	-3	-15	-0.9	-4	1
Cc1csc2c(SCC(=O)NNC(=O)C(Cl)Cl)ncnc12	19	-5	-3	0	-12	3.3	0	5
CCC(NC(=O)CN1CCN(C(=O)c2cccs2)CC1)c1ccc(C)cc1 (centres undefined)	4	-4	8	3	14	-0.6	3	6
O=C(OCC(=O)N1CCN(c2cccc(Cl)c2)CC1)c1ccco1	0	-7	-29	2	4	-0.8	0	7
Cc1nnc(Nc2ccc(C(=O)N3CCOCC3)cc2)c2ccccc12	-6	-5	-4	-1	0	0.0	0	11
Cc1noc(C(=O)Nc2cccnc2)c1Cl	-5	-10	31	2	1	-3.4	-2	-1
COC(=O)C1=C(C)N(c2ccc(F)cc2)C(=O)C1	-7	-4	1	-1	1	-2.0	-5	9
C=CCSc1nc(-c2ccc(OC)cc2)c(C#N)c(=O)n1CC=C	17	.	8	2	14	2.2	.	25
Cc1ccc(S(=O)(=O)CC(N)=O)cc1	-1	-2	1	1	7	-2.8	0	-1
O=S(=O)(Nc1ccccn1)c1ccc(Br)cc1	3	-5	-13	-3	-4	-0.1	-6	1
Cc1ccc(C(=O)OCC(=O)NCc2ccco2)cc1C	2	6	-5	-2	2	0.0	-2	-1
Clc1cccc(CN2CCSCC2)c1	-6	-4	1	-1	-11	-0.1	-9	-1
C/C(=N\NC(=O)c1cc(C2CC2)nc2ccccc12)c1ccc(O)cc1O	0	-7	18	-6	5	0.0	1	10
CCOc1ccc(-n2c(=O)c3sccc3n(Cc3ccc(C)cc3)c2=O)cc1	-8	-6	1	0	0	0.1	2	7
C=CCn1c(SCc2nc(N)nc(N(C)C)n2)nnc1-c1cccnc1	0	-5	-22	0	-2	-1.7	-4	4

As a working copy, some entries already given:
smiles	EBI2 block	APOBEC3G inh	Gli-Sufu antag	GRIN3A LBD mod	CXCR6 block	MPTP inh	A3A deaminase	CCR6 antag
Cc1onc(-c2ccccc2)c1C(=O)N1CCCc2ccccc21	0	4	9	8	-8	0.3	2	7
CCN(c1ccccc1)S(=O)(=O)c1ccc(C(=O)Nc2ncccc2O)cc1	7	-1	3	2	-4	0.9	2	8

The order is random. About 5.8% of those tested had a hit in this group.
